Screening results from PubChem BioAssay.
KCNQ1 act = human KCNQ1 channel potentiation or activation | P51787 | CHO-K1 KCNQ1, thallium flux FluxOR fluorescence; active compounds read high | B-score at 10 µM | hit rate 0.35% among 310,000;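 active means fluorescence ratio B-score, a plate-corrected score, at least three library SD, with initial intensity B-score within 5 SD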
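System: CHO-K1 cells stably expressing KCNQ1 / Medium: assay buffer for compound exposure, DMSO matched across wells / Reagent: thallium- and potassium-containing depolarizing buffer / Compound: one concentration, matched DMSO / Incubation: 20 min compound pretreatment at room temperature / Measured by: kinetic FluxOR fluorescence, 10 s baseline plus 110 s post-stimulus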
ANO1 activ = activates or potentiates the mouse TMEM16A chloride channel; HEK293 TMEM16A/YFP-H148Q/I152L, iodide quench fluorescence; active compounds read low; B-score at 10 µM; hit rate 0.3% among 340,000; AID 623877;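 active means fluorescence-ratio B-score plate-corrected deviation score at least 3 library SD below zero, with starting fluorescence score within 5 deviations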;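 further: channel opened by trigger with iodide after compound preincubation; score built on the fluorescence ratio of max minus min over baseline; more negative score means more quench and so TMEM16A activation or potentiation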
KCNK3 block = human KCNK3 channel inhibition, primary screen; CHO-KCNK3 thallium flux, FluxOR fluorescence; active compounds read low; B-score at 10 µM; O14649; hit rate 0.84% among 340,000;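 active means B-score under library mean minus 4 SD, starting fluorescence ratio at most library mean plus 5 SD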;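 further: more negative B-score means stronger inhibition of thallium flux through KCNK3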
Target sequence (O14649 whole entry, looked up): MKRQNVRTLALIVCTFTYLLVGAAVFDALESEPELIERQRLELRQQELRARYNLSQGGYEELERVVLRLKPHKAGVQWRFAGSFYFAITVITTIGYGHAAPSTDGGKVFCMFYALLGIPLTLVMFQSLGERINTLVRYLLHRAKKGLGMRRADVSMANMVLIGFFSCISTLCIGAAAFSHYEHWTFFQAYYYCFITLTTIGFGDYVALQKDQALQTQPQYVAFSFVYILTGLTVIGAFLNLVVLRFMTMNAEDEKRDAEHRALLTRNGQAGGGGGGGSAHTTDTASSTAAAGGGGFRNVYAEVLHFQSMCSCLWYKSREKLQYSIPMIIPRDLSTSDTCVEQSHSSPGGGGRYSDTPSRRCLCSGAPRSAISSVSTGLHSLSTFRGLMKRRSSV
RGS4 pot = potentiators or activators of RGS4. B-score at 10 µM. HEK293 M3R/inducible RGS4, carbachol calcium flux Fluo4; active compounds read low. AID 463111. hit rate 0.92% among 310,000;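 active means B-score of the integrated calcium signal more than 4 SD below the library mean, with starting fluorescence not abnormally high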;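 further: negative B-score means reduced calcium response which marks RGS4 activation or potentiation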
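System: HEK293 FlpIn-TREx cells, stable M3R, doxycycline-inducible RGS4. Timing: overnight RGS4 induction, 30 min dye load 37 °C, 20 min compound RT. Also added: carbachol, ECmax concentration. Measured by: Fluo4 fluorescence kinetic imaging of calcium. Evaluation: integrated calcium ratio converted to B score.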
KCNQ1 block = blocks the human KCNQ1 potassium channel. CHO-K1 KCNQ1, FluxOR thallium flux fluorescence; active compounds read high. B-score at 10 µM. hit rate 1.3% among 310,000;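 active means compounds whose thallium flux B-score, printed positive for inhibition, exceeds three library SD while starting fluorescence stays within three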;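 further: channel opened by potassium depolarization with thallium stimulus after 20 min compound exposure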
TMEM16A inh = mouse TMEM16A channel inhibition, primary screen; hit rate 1.2% among 310,000; HEK293 TMEM16A/YFP iodide influx fluorescence, ionomycin; Q8BHY3; normalized B-score (activity score, 25-100; higher = stronger inhibition) at 10 µM;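 active means ratio plate-corrected score three or more library SD toward inhibition, starting fluorescence score within five deviations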;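 further: score derived from kinetic fluorescence span divided by baseline fluorescence per well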
HDAC3 inhib = blocks human histone deacetylase 3; hit rate 0.15% among 320,000; recombinant HDAC3, fluorogenic peptide/trypsin coupled, fluorescence; inhibition, % at 8.3 µM; in the data active means inhibition above about 26%, passing the limit was not always enough; inconclusive means no clear call, values can overlap the other calls
Target sequence (O15379 whole entry, looked up): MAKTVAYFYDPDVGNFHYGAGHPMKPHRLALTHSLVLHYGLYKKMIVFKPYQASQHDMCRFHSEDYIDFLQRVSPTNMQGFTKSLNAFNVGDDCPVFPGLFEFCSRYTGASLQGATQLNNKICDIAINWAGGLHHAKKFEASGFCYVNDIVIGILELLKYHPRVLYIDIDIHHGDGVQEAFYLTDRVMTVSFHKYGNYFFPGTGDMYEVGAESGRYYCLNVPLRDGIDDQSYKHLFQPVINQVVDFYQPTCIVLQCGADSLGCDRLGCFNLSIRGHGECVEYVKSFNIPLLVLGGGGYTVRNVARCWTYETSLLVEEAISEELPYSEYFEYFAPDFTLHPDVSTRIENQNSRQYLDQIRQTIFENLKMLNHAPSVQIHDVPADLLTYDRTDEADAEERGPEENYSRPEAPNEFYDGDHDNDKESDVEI
RGS4 block = human RGS4 inhibition. hit rate 0.45% among 310,000. AID 463165. HEK293 M3R/RGS4 inducible, Fluo-4 calcium flux; active compounds read high; triggered by carbachol at its EC20. P49798. B-score at 10 µM;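 active means B-score, a plate-corrected calcium signal, over three deviations above library mean, with baseline fluorescence within five deviations of library mean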;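 further: RGS4 expression induced by doxycycline in cells with stable M3 receptor; B-score is computed from the integrated fluorescence ratio over baseline after carbachol; higher B-score means a larger calcium signal and so more RGS4 inhibition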
Target sequence (P49798 whole entry, looked up): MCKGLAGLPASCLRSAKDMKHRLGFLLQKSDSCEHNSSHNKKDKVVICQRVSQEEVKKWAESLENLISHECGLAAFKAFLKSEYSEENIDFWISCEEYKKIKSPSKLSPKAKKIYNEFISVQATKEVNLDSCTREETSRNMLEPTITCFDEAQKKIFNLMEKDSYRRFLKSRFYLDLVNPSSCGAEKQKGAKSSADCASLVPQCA
SKKanGAS inh = SKKanGAS growth inhibition; S. pyogenes SKKanGAS, kanamycin growth, BacTiter-Glo, 6 h; inhibition, % at 7.5 µM; AID 1662; hit rate 1.3% among 300,000;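 active means mean replicate score, as percent of positive control median, at least 50; inconclusive means mean below 50 but one replicate at or above 50; inactive means mean and every replicate below 50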;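 further: strain carries kanamycin resistance gene driven by streptokinase promoter and grows in 40 µg/ml kanamycin; loss of luminescence reflects streptokinase promoter inhibition or plain growth inhibition; 0% = median of DMSO wells and 100% = positive control at its reference dose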
KCNK9 inh = inhibitors of human KCNK9 two-pore domain potassium channel. AID 488922. hit rate 1.2% among 310,000. B-score at 10 µM. Q9NPC2. HEK293 KCNK9, FluxOR thallium flux fluorescence; active compounds read low;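 active means ratio B-score over 3 SD below the library mean, with starting fluorescence within 5 SD of its mean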;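 further: negative B-score means less thallium flux so channel inhibition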
hERG protect = shields human hERG channel from block by proarrhythmic agents; hit rate 0.51% among 310,000; CHO-hERG, FluxOR thallium flux, dofetilide IC70 present; activation (rescue from dofetilide block), less the hit threshold, % at 10 µM;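 active means activation above the mean of controls blocked by dofetilide plus 5 SD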;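 further: thallium influx through hERG after potassium depolarization seen as dye fluorescence rise; in these data hits start at about 4.7%; inactives centre near -7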
* = called active by the depositor; i = inactive; ? = inconclusive; nt = no result given.

SMILES	KCNQ1 act	ANO1 activ	KCNK3 block	RGS4 pot	KCNQ1 block	TMEM16A inh	HDAC3 inhib	RGS4 block	SKKanGAS inh	KCNK9 inh	hERG protect
Nc1nc2n(n1)C(c1ccc(Cl)cc1)CC(c1ccc(F)cc1)N2 (stereo not given)	i	i	i	i	i	i	-6	i	0	i	-6
CN(CC(=O)NC1CCCc2ccccc21)C1CCCCC1 (stereo not given)	i	i	i	i	i	i	nt	i	2	i	-7
Cc1cc(NC(=O)CSc2nc(C(C)C)nc3c2c(=O)n(C)c(=O)n3C)no1	i	i	i	i	i	i	nt	i	-2	i	-3
COc1ccccc1C(=O)NCC(=O)OCC(=O)N(CC(C)C)c1c(N)n(Cc2ccccc2)c(=O)[nH]c1=O	i	i	i	i	i	i	0	i	-1	i	-6
O=C(NCCN1CCOCC1)c1ccccc1N1C(=O)[C@@H]2Cc3c([nH]c4ccccc34)C(c3ccccc3)N2C1=O (stereo not given in full)	i	i	i	i	i	i	1	i	10	i	-14
Cc1ccc(Nc2c([N+](=O)[O-])c(=O)oc3ccccc23)cc1C	i	i	i	i	i	i	-1	i	-2	i	-10
CCc1c(C(=O)Nc2ncn(Cc3cccc(C)c3)n2)csc1C	i	i	i	i	i	i	6	i	-1	i	-13
O=C(CCS(=O)(=O)c1ccccc1)N(CCCN1CCOCC1)c1nc2ccc(F)cc2s1	i	i	i	i	i	i	14	i	-4	i	-16
O=C(Nc1ccc(C(=O)N2CCCCC2)cc1)c1cccc([N+](=O)[O-])c1	i	i	i	i	i	i	5	i	7	i	-7
FC(F)(F)c1cnc2c(-c3ccc(Cl)cc3Cl)noc2c1	i	i	i	i	i	i	4	i	5	i	-4
Cc1ccn(C(=O)c2cc3ccccc3oc2=O)n1	i	nt	nt	i	i	i	1	i	-12	i	-20
CN1CCN(S(=O)(=O)c2ccc(N3CCc4ccccc4C3)nc2)CC1	i	i	i	i	i	i	1	i	-2	i	-6
Cc1ccc(SCCNC(=S)Nc2cc(C)cc(C)c2)cc1	i	i	i	i	9*	i	-6	i	3	i	-20
COc1ccc(CCNC(=O)CSc2nc(N)cc(=O)[nH]2)cc1OC	i	i	i	i	i	i	6	i	4	i	-8
CCC(=O)Nc1ccc(Cl)c(NC(=S)NC(=O)c2cc3ccccc3o2)c1	i	i	i	i	i	i	0	i	-4	i	-8
Cc1cc(Br)ccc1OCCN1CCCC1	i	i	i	i	i	i	-1	i	3	i	-6
COc1ccccc1NC(=O)CCSCCC(=O)Nc1ccccc1OC	i	i	i	i	i	i	5	i	7	i	-2
CC(=O)N(C(C)=O)c1c(N2CCCC2)c2ccccc2oc1=O	i	i	i	i	i	i	-2	i	-3	i	4
Cc1c(OCC(=O)N2CCC(C(N)=O)CC2)ccc2c1oc(=O)c1ccccc12	i	i	i	i	i	i	-16	i	-5	i	-1
O=C(Cc1ccc(Cl)cc1)NC(=S)Nc1ccccc1O	i	i	i	i	i	i	-4	i	-2	i	-5
CCNS(=O)(=O)c1ccc(NC(=S)NCC2CCCO2)cc1 (stereo not given)	i	i	i	i	i	i	4	i	-5	i	-4
CCOC(=O)C1=C(CC)OC(N)=C(C#N)C1c1ccc(OC)c(C)c1OC (stereo not given)	i	i	i	i	i	i	7	i	-15	i	-11
COC(=O)CCC(=O)c1ccn(S(=O)(=O)c2ccccc2)c1	i	nt	i	i	i	i	2	i	0	i	-9
CSc1ccccc1NC(=O)c1cc2c(=O)n3ccccc3nc2s1	i	i	i	i	i	i	1	i	7	i	-3
CC1(C)CC(NC(=O)COc2ccc3ccccc3c2)CC(C)(C)N1	i	i	i	i	i	i	1	i	2	i	-5
COc1ccc(CNc2cccc3[nH]c(C(F)(F)F)nc23)cc1	i	i	i	i	i	i	-8	i	23	i	-4
O=C(COc1ccc(F)cc1)N1CCC(c2ccccc2)C1 (stereo not given)	i	i	i	i	i	i	6	i	7	i	-7
C=Cn1nc(C)c2ccccc2c1=O	i	i	i	i	i	i	-2	i	0	i	-11
CC(C)Nc1nc(-c2cccnc2)nc(-c2ccc(Cl)cc2)c1C#N	i	i	i	i	i	i	-11	i	-2	i	-4
O=C(CSc1ncn[nH]1)c1ccc2c(c1)OCCO2	i	i	i	i	i	i	5	i	-3	i	-6
COc1cc2nc(COc3ccccc3[N+](=O)[O-])oc(=O)c2cc1OC	i	i	i	i	i	i	-1	i	18	i	-6
Cc1ccc(OCC(=O)n2cnnc2N)c(C)c1	i	nt	nt	i	i	i	0	i	-6	i	-10
CCSc1nnc(NC(=O)COc2ccccc2[N+](=O)[O-])s1	i	i	i	i	i	i	-1	i	1	i	-18
CCCNC(=O)Cn1c(=O)/c(=C\c2ccc(-c3ccc([N+](=O)[O-])cc3)o2)s/c1=C\C(=O)C(C)(C)C	i	i	i	i	i	i	0	i	15	i	-20
CCCn1nc(NC(=O)COC)c2cc3cccc(C)c3nc21	i	i	i	i	i	i	9	i	-5	i	-6
N#Cc1ccccc1Sc1ccccc1C(=O)Nc1ccc2ccccc2c1	i	i	i	i	i	i	5	i	-3	i	-13
CN1CCN(S(=O)(=O)c2ccc(NC(=O)c3ccc(F)cc3Cl)cc2)CC1	i	i	i	i	i	i	4	i	5	i	-11
COc1cc(Cl)nn(-c2ccccc2)c1=O	i	i	i	i	i	i	4	i	-5	i	-7
Cc1ccc(OCCCCNC(C)(C)C)c([N+](=O)[O-])c1	i	i	i	i	i	i	-3	i	0	i	-13
CC(O)c1cccc(NC2=CC(=O)CC(C)(C)C2)c1 (stereo not given)	i	i	i	i	i	i	-3	i	-10	i	-13
CC(=O)N1CCc2cc(S(=O)(=O)NCCCN3CCCCC3)ccc21	i	i	i	i	i	i	-5	i	-5	i	-7
CC(C)(C)Nc1nc(Oc2ccc(=O)[nH]n2)nc(N2CCOCC2)n1	i	i	i	i	i	i	5	i	0	i	-10
CN1C(=O)C(CC(=O)Nc2ccc(F)cc2)N(Cc2cccs2)C1=S (stereo not given)	i	i	i	i	i	i	4	i	3	i	-5
COc1ccccc1C(c1nnnn1Cc1ccccc1)N1CCN(c2nc3ccccc3s2)CC1 (stereo not given)	i	i	i	i	i	i	0	i	28	i	-7
CCCC(C)C(=O)Nc1ccc(Cl)cn1 (stereo not given)	i	i	i	i	i	i	-4	i	2	i	-6
COCCCNC(=S)N/N=C/c1ccc(O)cc1O	i	i	i	i	i	i	7	i	0	i	-13
O=C(NCCN1CCOCC1)c1cccc(NS(=O)(=O)c2ccc(Br)cc2)c1	i	i	i	i	i	i	nt	i	9	i	-6
Cc1cccc(OCC(=O)NCc2ccccc2)c1	i	i	i	i	i	i	-1	i	1	i	-4
Cn1nccc1NC(=O)Nc1cccc(Br)c1	i	i	i	i	i	i	-5	i	-2	i	-10
CC(=O)Nc1ccc(S(=O)(=O)NCc2nnnn2-c2ccc(Cl)cc2)cc1	i	i	i	i	i	i	-5	i	-4	i	-13
CS(=O)(=O)Nc1cccc(S(=O)(=O)N2CCN(C(=O)c3ccccc3)CC2)c1	i	i	i	i	i	i	0	i	-3	i	-10
COc1ccc(OC)c(NC(=O)CSc2nnc(CNc3ccc(F)cc3)o2)c1	i	i	i	i	i	i	23	i	1	i	-4
Cc1cc([N+](=O)[O-])ccc1NC(=O)CCC(=O)N1CCCC1	i	i	i	i	i	i	-6	i	-5	i	-7
FC(F)Oc1ccc(N=C2SCC3CCCCN23)cc1 (stereo not given)	i	i	i	i	i	i	1	i	5	i	-4
CS(=O)(=O)Nc1ccccc1C(=O)Nc1ccccc1Cl	i	i	i	i	i	i	?	i	2	i	-3
O=C(NCCC(=O)N1CCC2(CC1)NCCc1[nH]cnc12)c1ccc(Br)cc1	i	i	i	i	i	i	2	i	2	i	-7
N#Cc1nc(COc2ccc(F)cc2)oc1N1CCN(Cc2ccccc2)CC1	i	i	i	i	i	i	3	i	-6	i	-10
CCc1ccc(S(=O)(=O)N/N=C\c2ccc3c(c2)OCO3)cc1	i	i	i	i	i	i	nt	i	0	i	-7
O=C(NCc1ccc(Cl)cc1)c1cccc(NC2=NC3CS(=O)(=O)CC3S2)c1 (stereo not given)	i	i	i	i	i	i	-3	i	-1	i	-6
CCOC(=O)CNC(=O)CSc1nnc(Cn2c(=O)sc3ccccc32)n1C	i	i	i	i	i	i	1	i	0	i	-6

A section taken from the entries so far, for reference:
SMILES	KCNQ1 act	ANO1 activ	KCNK3 block	RGS4 pot	KCNQ1 block	TMEM16A inh	HDAC3 inhib	RGS4 block	SKKanGAS inh	KCNK9 inh	hERG protect
N#Cc1nc(COc2ccc(F)cc2)oc1N1CCN(Cc2ccccc2)CC1	i	i	i	i	i	i	3	i	-6	i	-10
CCc1ccc(S(=O)(=O)N/N=C\c2ccc3c(c2)OCO3)cc1	i	i	i	i	i	i	nt	i	0	i	-7
O=C(NCc1ccc(Cl)cc1)c1cccc(NC2=NC3CS(=O)(=O)CC3S2)c1 (stereo not given)	i	i	i	i	i	i	-3	i	-1	i	-6

Additional records.
SMILES	KCNQ1 act	ANO1 activ	KCNK3 block	RGS4 pot	KCNQ1 block	TMEM16A inh	HDAC3 inhib	RGS4 block	SKKanGAS inh	KCNK9 inh	hERG protect
CCCCCCOc1ccc(N2C(=O)CC(N3CCC(C(=O)OCC)CC3)C2=O)cc1 (stereo not given)	i	i	i	i	i	i	-4	i	-2	i	-3
Cc1ccc(Cn2ccc(NC(=O)c3cc(-c4cccc(Cl)c4)on3)n2)cc1	i	i	i	i	i	i	-6	i	1	i	-11
O=c1c2cnn(-c3ccccc3)c2ncn1Cc1ccccc1	i	i	i	i	i	i	1	i	4	i	-10
CCc1nnc(NC(=O)CSc2nnc(Cc3ccccc3)n2Cc2ccccc2)s1	i	i	i	i	i	i	9	i	1	i	-11
COc1cc2nc(NC(=O)c3ccccc3)sc(=O)c2cc1OC	i	i	i	i	i	nt	nt	i	3	i	-10
CC(=O)c1cccc(NC(=O)CCc2nnc3ccc(NCc4ccco4)nn23)c1	i	i	i	i	i	i	-1	i	4	i	-6
